# From PubChem
# FUS yeast rescue – qHTS for Suppressors of FUS Proteinopathy: Primary screen using FUS-linked yeast assay | S. cerevisiae FUS-expressing, growth rescue, OD600, 24 h | Potency, µM (series often up to 76.6 µM), without a hit: at the highest dose growth rescue (activation), actives largely listed as activators | actives 0.24% (n = 390,000) | AID 1347120, 2019;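 further: potency means the concentration at half of the fitted maximal effect; plate controls were DMSO vehicle for no effect and reference control for full effect; nearly all actives have a fitted effect of over 55% in size; some results filed as inactive show a strong effect at the top dose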
#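 Yeast expressing FUS under galactose induction, OD 0.005 in 2% galactose medium; compounds in a dilution series, 24 h at 30C. Growth rescue by absorbance at 600 nm; CP55940 positive control, DMSO negative.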
# TDP-43 yeast inh – qHTS of TDP-43 Inhibitors | TDP-43 expressing yeast growth rescue, BacTiter-Glo, 24 h | Potency, µM (series often up to 46.1 µM), inactives show top-dose growth rescue (activation), hits mostly activators | actives 1.8% (n = 410,000) | AID 652104, 2013; further: potency means the concentration at half of the fitted maximal effect; % of control where 0% means no effect; nearly all actives have a fitted effect of over 50% in size
#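 Growth rescue of TDP-43-toxic yeast measured as ATP luminescence (BacTiter-Glo). Cells grown to mid-log in raffinose, induced in galactose at OD600=0.02, exposed to compound 24 hr at 30 deg C.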
# D3 ag – qHTS of D3 Dopamine Receptor Agonist: qHTS; D(3) dopamine receptor (Homo sapiens), P35462; D3R DiscoveRx beta-arrestin cells, luminescence, 90 min; max activation, %; actives 0.58% (n = 410,000); in the data active means max activation above about 30%; further: 0% is about no effect; mostly tested at two doses, the higher about 12 µM
# Target sequence (P35462 whole entry, looked up): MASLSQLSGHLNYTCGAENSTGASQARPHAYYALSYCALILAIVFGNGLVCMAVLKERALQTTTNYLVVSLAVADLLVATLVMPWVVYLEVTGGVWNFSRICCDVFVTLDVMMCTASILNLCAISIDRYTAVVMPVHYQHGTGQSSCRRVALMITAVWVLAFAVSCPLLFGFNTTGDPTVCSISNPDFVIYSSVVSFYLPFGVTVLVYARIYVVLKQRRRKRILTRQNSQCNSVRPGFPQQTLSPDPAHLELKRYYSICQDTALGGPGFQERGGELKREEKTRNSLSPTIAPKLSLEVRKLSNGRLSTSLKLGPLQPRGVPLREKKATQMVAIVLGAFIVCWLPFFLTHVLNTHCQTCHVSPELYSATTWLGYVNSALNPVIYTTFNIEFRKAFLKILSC
#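 Agonist mode: compounds and dopamine controls were applied to plated cells for 90 min at 37 degrees C after an overnight attachment at 1500 cells/well. Luminescent read-out followed 30 - 60 minutes at room temperature with DiscoveRx detection reagent.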
# EPAC2 ag – qHTS for Agonist of cAMP-regulated guanine nucleotide exchange factor 4 (EPAC2): primary screen. AID 720711, 2013. actives 0.079% (n = 360,000). Potency, µM (titrated, usually from 154 µM), for the others: at the top dose activation, usual class: activators. EPAC2 activation, biochemical qHTS; response scale: 100% = 6.5 mM cAMP response; further: potency means the concentration at half of the fitted maximal effect; nearly all actives have a fitted effect of over 50% in size
#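 EPAC2 (100 nM) mixed with Rap1B loaded with BODIPY-GDP (250 nM) plus 50 uM unlabeled GDP; compounds pinned in, 5 min RT, then read every 5 min for 30 min (ex 480, em 540 nm). Normalized to cAMP control.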
# Abeta yeast res – qHTS for compounds that reverse cellular toxicity of Amyloid beta (A-beta) peptide in yeast: Primary Screen; AID 1347071, 2019; actives 0.063% (n = 410,000); yeast expressing A-beta42, growth rescue, OD600, 48 h; response scale: 0% DMSO, 100% iron-clioquinol control; Potency, µM (series often up to 46.1 µM), without a hit: at the highest dose growth rescue, hits mostly activators; further: potency means the concentration at half of the fitted maximal effect; nearly all actives have a fitted effect of over 55% in size
#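 Yeast A-beta toxicity model in growth medium with pinned compounds, 48 h at 30 C; growth read as absorbance at 600 nm. Normalized to FeCl3/clioquinol equimolar mix (positive) and DMSO (negative).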
# D3 antag – qHTS of D3 Dopamine Receptor Antagonist: qHTS. D3R cells, DiscoveRx beta-arrestin luminescence, antagonist mode; active compounds read low. max response, negative = inhibition, %. actives 2.5% (n = 360,000). D(3) dopamine receptor (Homo sapiens), P35462; in the data active means max response below about -50%; inconclusive means no clear call, values can overlap the other calls; further: on the % scale 0 is the no-effect control and ±100 the full control effect; mostly tested at two doses, the higher about 12 µM
#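 Cells plated overnight at 1500 cells/well, then exposed to library compounds with dopamine controls for 90 minutes at 37 degrees C. DiscoveRx reagent added for 30–60 minutes at room temperature; luminescence read, quantitative HTS format.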
# EPAC2 antagonist – qHTS for Antagonist of cAMP-regulated guanine nucleotide exchange factor 2 (EPAC2): primary screen; Rap guanine nucleotide exchange factor 4 (Homo sapiens), Q8WZA2; EPAC2 GEF exchange of Rap1B-BODIPY-GDP, fluorescence; Potency, µM (highest dose often 114 µM), for inactives: at the top dose activity, negative = inhibition, actives largely listed as inhibitors; actives 0.18% (n = 360,000); AID 720708, 2013; further: potency means the concentration at half of the fitted maximal effect; on the % scale 0 is the no-effect control and ±100 the full control effect; nearly all actives have a fitted effect of over 45% in size; many of its hits are not listed in these tables
# aSyn rescue – qHTS of alpha-syn Inhibitors. Potency, µM (doses to about 46.1 µM), inactives show at the highest dose growth rescue (activation), usual class: activators. actives 0.14% (n = 370,000). Yeast expressing alpha-synuclein, growth rescue, BacTiter-Glo, 24 h; further: potency means the concentration at half of the fitted maximal effect; % of control where 0% means no effect; nearly all actives have a fitted effect of over 65% in size
#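 Galactose-induced alpha-syn yeast (OD600=0.02, raffinose-pregrown) + pinned cpd, 24 hr, 30 deg C; growth by BacTiter-Glo luminescence. Growth restoration scores as activation.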
# Numbers without * were called inactive; u = inconclusive; x = no result given; [ ] = dose if it differs, or a comment. Unless noted, the call rests on the fitted dose curve; in most records, active means well fitted curve in the direction sought with a large enough effect; inconclusive means small, poorly fitted or top-dose-only effect, or another doubt; inactive means no such curve, though single readings can be large; an effect the other way counts as inactive or inconclusive. A portion of the library. The share of hits here may be higher or lower than overall.
SMILES,FUS yeast rescue,TDP-43 yeast inh,D3 ag,EPAC2 ag,Abeta yeast res,D3 antag,EPAC2 antagonist,aSyn rescue
Cn1nccc1C(=O)NCc1ccc2c(c1)CCN2C(=O)c1ccc(Cl)cc1,-11%,0%,2,x,-9%,x,x,x
COc1c(Br)cc([N+](=O)[O-])c(OC)c1C(=O)NC(=O)Nc1c(Cl)cccc1Cl,4%,5%,7,6%,6%,2,-6%,1%
Cn1c(SCC(=O)N(C2CCCCC2)C2CCCCC2)nnc1-c1cccs1,27%,u,3,4%,14%,7,-1%,u
Cc1ccc(C(=O)NNC(=S)Nc2cccc3ccccc23)s1,6%,16%,-3,1%,-19%,-95*,-2%,1%
COc1cc(C2Nc3ccc4ccccc4c3C3=C2C(=O)CC(C)(C)C3)ccc1OCC(=O)O (stereo not given),31%,5%,4,3%,15%,7,-9%,0%
CCOC(=O)c1cc(-c2ccccc2)n(CCC(=O)N2CCN(c3ccc(OC)cc3)CC2)c1C,x,u,2,-5%,-15%,-11,-3%,10%
N#Cc1c(-c2cccs2)nc(SCC(=O)c2cccs2)[nH]c1=O,-28%,6%,1,12%,-9%[9.22 µM],-16,-6%,-6%
O=C(COC(=O)c1cccs1)NCc1ccc2c(c1)OCO2,20%,15%,2,-3%,-12%,6,0%,-6%
CCN(C(=O)CSc1nnc(C)n1-c1ccc(C)cc1)c1c(N)n(Cc2ccccc2)c(=O)[nH]c1=O,x,23%,6,-3%,5%,-10,-4%,0%
CCOn1c(=O)c(-c2ccccc2)[n+]([O-])c2ccccc21,12%,-11%,7,4%,0%,9,1%,-8%
Cc1ccc(C(=O)NCCOC23CC4CC(CC(C4)C2)C3)cc1,13%,-16%,-11,14%,-37%[inhibitor],-25,-4%,1%
Cc1ccc(S(=O)(=O)Cn2nnnc2CN2CCN(Cc3ccc4c(c3)OCO4)CC2)cc1,4%,2%,8,-14%,4%,-19,2%,1%
CCCC(=O)Nc1ccc(S(=O)(=O)Nc2nccs2)cc1,-4%,4%,-6,10%,-2%,-8,-5%,-10%
O=C(COc1ccc(Cl)cc1Cl)NN1C(=O)C2C3C=CC(C3)C2C1=O (stereo not given),6%,1%,-5,5%,28%,11,-2%,4%
O=c1cc(Nc2ccc3c(c2)OCCO3)[nH]c(=O)n1C1CCCCC1,u,-15%,2,-10%,4%,12,0%,5%
Cc1ccc(NC(=O)c2nnn(Cc3ccccc3)c2N)cc1C,-1%,20%,2,x,0%,x,x,x
COc1ccccc1C1OCC(C)(C)CO1,-18%,-7%,15,6%,-7%,19,0%,-8%
COc1cc(/C=C/c2nc(N)nc(-c3ccccc3O)n2)cc(OC)c1OC,45%,-9%,9,-1%,-6%,32,5%,-1%
COc1ccc(CCNC(=O)c2cc3c(=O)n4ccccc4nc3n(CCCN3CCOCC3)c2=N)cc1,4%,-4%,-5,4%,-7%,-18,-4%,-2%
CC(=O)c1cccc(NC(=O)COC(=O)CCc2ccc(S(=O)(=O)N3CCOCC3)cc2)c1,6%,-18%,5,9%,-15%,-12,2%,-2%
O=C(CCS(=O)(=O)c1ccc(Br)cc1)Nc1ccc(Cl)cc1F,x,6%,3,-7%,0%,-2,1%,1%
CCCCNS(=O)(=O)c1ccc(NC(=O)C(Sc2ccccc2)c2ccccc2)cc1 (stereo not given),22%,-8%,0,10%,31%,-11,-20%,16%
O=C(c1cn(-c2ccccc2)nc1-c1cccs1)N1CCN(c2ccccn2)CC1,27%,23%,1,10%,15%,43,0%,-10%
COC(=O)c1cnc(Oc2c(Cl)cc(N)cc2Cl)cc1C(F)(F)F,7%,u,7,-4%,-12%,7,u,10%
CC(C)C(CCNC(=O)CN1C(=O)c2ccccc2C1=O)c1ccco1 (stereo not given),5%,-9%,1,-4%,8%,8,5%,-3%
# Other records:
SMILES,FUS yeast rescue,TDP-43 yeast inh,D3 ag,EPAC2 ag,Abeta yeast res,D3 antag,EPAC2 antagonist,aSyn rescue
CS(=O)(=O)N1CCC(N2CCN(Cc3ccccc3)C(=O)C2=O)CC1,-9%,5%,-3,x,-8%,x,x,x
O=C(CSc1nc2ccccc2o1)Nc1cc(C(F)(F)F)ccc1N1CCOCC1,15%,5%,-6,3%,22%,-18,-9%,-1%
FC(F)(F)c1cccc(NC(=S)NCC(c2cccnc2)N2CCOCC2)c1 (stereo not given),-15%,15%,-3,-10%,3%,5,-3%,0%
Cc1ccccc1OCC(=O)Nc1ccc2c(c1)OCCO2,5%,u,6,12%,-4%,-10,-9%,0%
O=C(Cc1ccccc1)N1CCN(c2ncccn2)CC1,-11%,18%,0,-4%,-3%,11,0%,8%
COC(=O)c1c(NC(=O)CCCOc2cccc(C)c2)sc2c1CCC2,3%,-1%,-6,x,-23%,x,x,x
CC(C)N(C(C)C)S(=O)(=O)c1ccc(NC(=O)c2cnccn2)cc1,-8%,18%,6,10%,16%,20,5%,-2%
Cc1ccc(NC(=O)C2CCCN2C(=O)c2cccs2)cc1C (stereo not given),-12%,1%,-7,6%,-3%,-1,2%,-11%
CCOC(=O)c1c(C)[nH]c(=S)c(C#N)c1-c1ccc(OC)cc1,38%,0%,-1,0%,24%,23,9%,-2%
COc1cc(OC)cc(C(=O)Nc2ccc(S(=O)(=O)N(C)C)cc2)c1,18%,-14%,-2,2%,-5%,-22,0%,1%
CC1(C)CC(NC(=O)c2ccc(F)cc2)CC(C)(C)N1,-30%,20%,3,11%,-1%,-2,1%,2%
COc1ccc(NC(=O)C2CCC(CNc3c(N4CCCCC4)c(=O)c3=O)CC2)c(OC)c1 (stereo not given),21%,-10%,-6,8%,-24%,-18,3%,-1%
COc1ccccc1NC(=O)c1c(O)c2ccccc2[nH]c1=O,-11%,-5%,0,10%,-12%,-2,4%,-8%
CNc1nc(N)c([N+](=O)[O-])c(NCC2CCCO2)n1 (stereo not given),-13%,16%,-10,0%,-3%,5,2%,5%
O=C(Nc1ccc(F)cc1F)N1CCN(c2ncccn2)CC1,-33%,6%,-1,5%,-15%,0,14%,0%
O=C(c1ccco1)n1nc(NCc2ccccc2)nc1NCc1ccccc1,-3%,10µM*,-11,29%,25%,u,-9%,-3%
CCn1cc(CN2CCCC(CNC(=O)COc3ccccc3OC)C2)c(C)n1 (stereo not given),-1%,-12%,1,0%,1%,6,2%,2%
COc1ccc(C(CNC(=O)c2ccc(OCc3cscn3)cc2)N2CCCC2)cc1 (stereo not given),7%,6%,-5,3%,-6%,-20,8%,1%
CCOC(=O)C1CCC(CNCc2ccc(Cl)cc2)CC1 (stereo not given),x,1%,-3,-6%,0%,0,3%,1%
Cc1ccc(Cn2c(Sc3nccc(C)n3)nc3c2c(=O)[nH]c(=O)n3C)cc1,4%,0%,2,1%,8%,-12,-1%,1%
Cc1cccc(-n2ncc3c(NCc4ccc5c(c4)OCO5)ncnc32)c1,-11%,-3%,-2,9%,6%,8,4%,x
CCOc1ccc(/C(O)=C2/C(=O)C(=O)N(CCN(CC)CC)C2c2cccs2)cc1 (stereo not given),21%,-9%,-14,11%,9%,u,-24%,-1%
O=S1(=O)CC(N2CCCCC2)CN1Cc1cn(Cc2ccccc2)nn1 (stereo not given),-5%,23%,6,8%,5%,7,7%,2%
Cc1ccc(-n2nc(CO)c(C(=O)NC(C)c3ccccc3)n2)cc1C (stereo not given),-1%,4%,2,x,3%,x,x,x
CC(C)(C)c1ccc(C(=O)N2CCNC(=O)C2CC(=O)Nc2ccc(F)cc2)cc1 (stereo not given),33%,-5%,-2,-5%,5%,-8,-15%,-2%
CCOc1ccc(CCNC(=O)CSc2nnnn2-c2ccccc2)cc1OCC,-2%,11%,-9,x,-12%,x,x,-4%

# Ordered by molecular weight (largest number first): some entries from above.
SMILES,FUS yeast rescue,TDP-43 yeast inh,D3 ag,EPAC2 ag,Abeta yeast res,D3 antag,EPAC2 antagonist,aSyn rescue
CCn1cc(CN2CCCC(CNC(=O)COc3ccccc3OC)C2)c(C)n1 (stereo not given),-1%,-12%,1,0%,1%,6,2%,2%
Cc1ccc(Cn2c(Sc3nccc(C)n3)nc3c2c(=O)[nH]c(=O)n3C)cc1,4%,0%,2,1%,8%,-12,-1%,1%
COC(=O)c1c(NC(=O)CCCOc2cccc(C)c2)sc2c1CCC2,3%,-1%,-6,x,-23%,x,x,x

# Some entries already given with just EPAC2 ag and EPAC2 antagonist:
SMILES	EPAC2 ag	EPAC2 antagonist
CCn1cc(CN2CCCC(CNC(=O)COc3ccccc3OC)C2)c(C)n1 (stereo not given)	0%	2%
COc1ccc(C(CNC(=O)c2ccc(OCc3cscn3)cc2)N2CCCC2)cc1 (stereo not given)	3%	8%
CCOC(=O)C1CCC(CNCc2ccc(Cl)cc2)CC1 (stereo not given)	-6%	3%
Cc1ccc(Cn2c(Sc3nccc(C)n3)nc3c2c(=O)[nH]c(=O)n3C)cc1	1%	-1%
